KDM5B inh: inhibitors of human KDM5B histone demethylase. KDM5B demethylase, FDH-coupled NADH fluorescence (FDH is formaldehyde dehydrogenase). Potency, µM (doses to about 57.7 µM), for inactives: at the top dose activity change, negative = inhibition, hits mostly inhibitors. AID 1347165. Q9UGL1. 220,000 tested, 2.6% active; active = well fitted inhibition curve with a large enough effect; inconclusive = small, poorly fitted or top-dose-only effect; inactive = no such curve, though single readings can be large or run the other way; note: 0% is about no effect; nearly all actives have a fitted effect of over 70% in size
Target sequence (Q9UGL1 whole entry, looked up): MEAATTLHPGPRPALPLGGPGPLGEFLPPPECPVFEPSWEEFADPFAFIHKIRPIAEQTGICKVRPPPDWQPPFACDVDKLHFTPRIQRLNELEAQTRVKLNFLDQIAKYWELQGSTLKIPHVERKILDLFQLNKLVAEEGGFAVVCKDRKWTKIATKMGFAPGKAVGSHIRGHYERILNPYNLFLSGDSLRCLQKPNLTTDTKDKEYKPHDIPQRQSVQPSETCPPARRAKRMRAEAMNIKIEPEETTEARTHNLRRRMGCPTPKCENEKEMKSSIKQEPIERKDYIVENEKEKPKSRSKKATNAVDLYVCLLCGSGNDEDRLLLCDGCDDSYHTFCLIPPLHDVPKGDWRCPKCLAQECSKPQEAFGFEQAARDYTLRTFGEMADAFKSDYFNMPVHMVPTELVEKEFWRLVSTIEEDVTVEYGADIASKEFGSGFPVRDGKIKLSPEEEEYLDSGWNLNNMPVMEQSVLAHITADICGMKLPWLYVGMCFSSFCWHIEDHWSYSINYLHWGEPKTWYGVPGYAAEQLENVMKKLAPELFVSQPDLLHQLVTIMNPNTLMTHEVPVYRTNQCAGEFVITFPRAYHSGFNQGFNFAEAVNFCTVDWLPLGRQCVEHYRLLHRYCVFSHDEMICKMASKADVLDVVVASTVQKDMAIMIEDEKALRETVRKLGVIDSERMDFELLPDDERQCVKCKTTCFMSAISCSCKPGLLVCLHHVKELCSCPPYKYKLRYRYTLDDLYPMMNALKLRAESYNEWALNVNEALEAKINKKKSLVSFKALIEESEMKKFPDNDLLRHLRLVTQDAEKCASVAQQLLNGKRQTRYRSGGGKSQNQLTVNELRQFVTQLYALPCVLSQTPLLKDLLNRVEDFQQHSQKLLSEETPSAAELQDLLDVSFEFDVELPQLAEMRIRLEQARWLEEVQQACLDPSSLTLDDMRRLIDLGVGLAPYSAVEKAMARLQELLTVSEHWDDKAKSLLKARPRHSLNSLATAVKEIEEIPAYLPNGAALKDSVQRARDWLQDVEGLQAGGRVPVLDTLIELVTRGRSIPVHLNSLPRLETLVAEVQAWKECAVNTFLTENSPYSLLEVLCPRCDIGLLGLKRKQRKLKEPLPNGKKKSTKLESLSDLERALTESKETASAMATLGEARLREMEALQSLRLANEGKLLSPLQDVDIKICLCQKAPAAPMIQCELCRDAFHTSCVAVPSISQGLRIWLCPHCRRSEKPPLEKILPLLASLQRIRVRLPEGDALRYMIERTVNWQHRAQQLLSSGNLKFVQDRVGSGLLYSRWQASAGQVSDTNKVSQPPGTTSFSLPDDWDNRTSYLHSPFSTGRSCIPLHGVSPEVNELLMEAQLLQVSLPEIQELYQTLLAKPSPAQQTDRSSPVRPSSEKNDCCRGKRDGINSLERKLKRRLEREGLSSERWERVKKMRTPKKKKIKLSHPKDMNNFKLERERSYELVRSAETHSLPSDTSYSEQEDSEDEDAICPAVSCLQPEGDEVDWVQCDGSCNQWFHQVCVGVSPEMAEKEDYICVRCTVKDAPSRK
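Coupled FDH/NAD⁺ fluorescence readout. KDM5BΔAP 200 nM final; compound titration, 10 min RT preincubation; substrate mix 12.5 µM H3K4me3, 25 µM 2-OG, 50 µM Fe(II), 100 µM ascorbate, 0.25 mM NAD⁺, 0.25 U/mL FDH; ΔRFU over 30 min.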
* hit, by the source's call; i = inactive; ? = inconclusive; [ ] = another dose, or the depositor's remark. Potency is the fitted concentration of half-maximal effect. A portion of the library. The share of hits here may be higher or lower than overall.

KDM5B inh	mol
-20%	COC(=O)c1ccc(NC(=O)CCS(=O)(=O)c2ccc(Br)cc2)cc1
7%	Cc1ccc(C(=O)c2ccccc2C(=O)OCc2ccc(Cl)cc2Cl)cc1
-10%	COc1ccc2ccc(OCc3nc(C(=O)N4CCC(NC(C)=O)CC4)co3)cc2c1
-6%	Cc1ccc(-c2nn(CC(=O)N(C)C)c(=O)c3ccccc23)cc1S(=O)(=O)N(C)C
?	CCOc1cc(C(=O)Nc2ccc3oc(-c4ccc(F)cc4Cl)nc3c2)cc(OCC)c1OCC
-12%	Cc1ccc(CN2CC[C@@H]3[C@H]2C(=O)NC[C@H](CCC(=O)NCc2ccc(F)cc2)N3C)cc1
38%[activator]	CCOc1ccc(C(=O)N2CCC3(CCCN(C)C3=O)C2)o1 (stereo unspecified)
?	COC(=O)C1=C(c2ccccc2)c2ccccc2S(=O)(=O)N1CC(=O)Nc1cc(Cl)ccc1C
-8%	O=C(Nc1ccc(Cn2cncn2)cc1)c1csc(NC2CC2)n1
?	Clc1cccc(C=Nc2cccc3c(N=Cc4cccc(Cl)c4)cccc23)c1
1%	Cc1ccsc1CN(C(=O)c1oc2ccccc2c1C)C1CCS(=O)(=O)C1 (stereo unspecified)
-15%	Cc1ccccc1OCCN(C)C(=O)NCc1ccc(S(N)(=O)=O)cc1
-16%	Cc1cccc(CC(=O)NCCc2sc3nc(-c4ccc(F)cc4)nn3c2C)c1
?	Nc1nccnc1C(=O)NCc1ccc2c(c1)OCCO2
?	O=C(CC1N=C2c3ccccc3N=C(SCc3ccccc3Cl)N2C1=O)NC1CCCCC1 (stereo unspecified)
?	CCN1c2cc(C(=O)Nc3ccc(C)c(F)c3)ccc2C(=O)N2CCCC21 (stereo unspecified)
-25%	O=C(C#Cc1ccccc1)NC1CCCc2c1cnn2-c1ccc(F)cc1F (stereo unspecified)
-7%	COc1cc(OC)cc(C(=O)N2CCC(Cc3nc(-c4cnccn4)no3)CC2)c1
-6%[86.2 µM]	CNC(=O)[C@@H](c1ccccc1)N1CCC[C@H]1C(=O)N1CCC[C@@H]1COC
?	Cc1ccc(C)c(C(=O)NC2CCN(c3cc(-c4ccc(F)cc4)[nH]n3)C2)c1 (stereo unspecified)
-9%	COc1ccccc1NC(=O)N1CCN(c2ccc3nnc(-c4ccc(F)cc4)n3n2)CC1
-5%	CC(O)c1ccc(-c2ccc(CNCc3cccnc3)o2)cc1 (stereo unspecified)
?	COc1ccccc1NC(=O)c1c(C)oc2c1CN(Cc1ccc(F)cc1)CC2
5%	Cc1cccc(NC(=O)N2CCc3c(C(=O)N4CCN(C)CC4)cccc32)c1
i	O=C(Nc1ccc(Cl)cc1F)c1oc(=O)c2ccccc2c1-c1ccccc1
?	COc1ccccc1N1CCN(S(=O)(=O)c2c(C)nc3sc(C)c(C)n3c2=O)CC1
-37%[86.2 µM]	Clc1cc(NCC2CCCCCC2)n2nccc2n1
3%	CCOc1ccc(C(=O)N2CCC(c3nnc(Cn4cccn4)n3C)CC2)o1
?	CN(C(=O)CSc1nc2ccc(NC(=O)c3ccccc3)cc2s1)c1ccccc1
22%	Cc1nn(C)c(C)c1-c1cc(C(=O)N2C[C@@H](N(C)C)[C@H](C(C)C)C2)n(C)n1
16%	Cc1c(Cl)cccc1NC(=O)CCc1ncc(-c2ccccc2)o1
16%[86.2 µM]	COc1ccc(-c2noc(C(=O)O)c2[C@@H](C)NC(=O)c2cnccn2)cc1
19%	O=C(CCc1nc2ccccc2s1)N1CCCC1c1nc(CCOCC2CC2)no1 (stereo unspecified)
?	CCSc1nc(-c2ccccc2OC)nc2c1Cc1c(CO)cnc(C)c1O2
13%	CNC(=O)c1noc([C@@H]2CC(F)(F)CN2C(=O)c2cccc(C)c2)n1
?	Cc1noc(C)c1-c1cc2cc(C(C)C)oc2c(N2CCN(C)C(=O)C2)n1
?	O=C(Nc1cccc(Cl)c1)N1CCSc2ncccc21
?	c1coc(-c2ccn[nH]2)c1
-9%	Cc1ccc(CCNC(=O)c2noc(C)c2Cn2nc(C)cc2C)cc1
13%[86.2 µM]	CCN(CC)Cc1nc(C2(O)CCN(Cc3ccc(OC)cc3)CC2)cs1
?	Cc1c(C)n(Cc2ccc(Cl)cc2)c2ccc(C(=O)N3CCN(c4ccccc4F)CC3)cc12
4%	COc1ccc(NC(=O)Cn2cc(C(=O)C3CC3)c3ccccc32)cc1
-4%	CN(CC1CCOC1)C(=O)NCc1cccc(F)c1 (stereo unspecified)
-32%	Cc1nc(N2CCC(C(=O)NCc3ccccc3Cl)CC2)cc(C(F)(F)F)n1
-28%	O=C(c1nccc2ccccc12)N1CCc2c(nc(-c3ccccc3)[nH]c2=O)C1
-9%	COC(=O)Cn1nc2n(c1=O)CCN(Cc1ccccc1C)C2=O
-35%	Cc1ccccc1C(=O)N1CCc2nc(-c3ccccc3)nc(-c3ccc(Cl)cc3)c2C1
i	COc1ccc(-c2cc(C(=O)O)c3cc(C)cc(C)c3n2)cc1
13%	COc1ccc(C2Cn3nnc(-c4noc(C5CCCCC5)n4)c3CO2)cc1 (stereo unspecified)
-8%	CC(C)C1CN(C(=O)c2ccc(F)cn2)CCC(=O)N1Cc1ccc(F)cc1 (stereo unspecified)
?	CCOC(=O)c1cnc(NCc2ccc(OC)cc2OC)c2ccccc12
-2%	Cc1ccsc1CN(C(=O)c1ccc(Br)cc1)C1CCS(=O)(=O)C1 (stereo unspecified)
35%	CNC(=O)[C@@H]1C[C@H](Oc2cccnc2)CN1C(=O)c1ccc(OC)cc1OC
?	COc1cccc(CN2CCNC(=O)C2CC(=O)NCc2ccon2)c1OC (stereo unspecified)
25%	CCN(CC)CC1C(=O)N(c2ccc(OC)cc2)C1c1ccccc1 (stereo unspecified)
18µM*	N#Cc1cccc(-c2cn3c(n2)N(C(=O)c2ccsc2)CCC3)c1

Next part
KDM5B inh	mol
-1%	Cc1ccc(Oc2ncnc3c2cnn3-c2ccccc2)cc1
?	CN(C)C1CCN(C(=O)C2(N(C)CCc3ccccc3)Cc3ccccc3C2)C1 (stereo unspecified)
-25%	Cc1ccc(C)c(C(=O)N2CCC(Oc3nccnc3N(C)C)C2)c1 (stereo unspecified)
-8%	Cn1ccnc1SCc1ccc(Cl)cc1Cl
-21%	CCn1cc(CN2CCN(C(=O)c3ccco3)CC2)ccc1=O
13%[86.2 µM]	CC(=O)NC[C@H]1O[C@H](Cc2cc(CN3CCN(c4ccccc4)CC3)on2)CC[C@@H]1O
8%	CCc1nnc2c(Nc3cc(OC)c(Cl)cc3OC)nc3ccccc3n12
?	O=C(NC1CCc2n[nH]c(=O)n2CC1)c1n[nH]c2ccccc12 (stereo unspecified)
-13%	COc1ccc(CNC(=O)c2sc3nc4n(c(=O)c3c2C)CCCCC4)cc1
-3%	CCCCN(CC)CCCNC(=O)c1nn(-c2ccc(OC)cc2)c(=O)c2c1c1ccccc1n2C
-13%	COc1ccc(C(=O)Nc2cccc(-c3nnc4n3CCCC4)c2)cn1
-6%	C/C=C/Cn1c(SCCCCCC)nc2c1c(=O)[nH]c(=O)n2C
26%	CC(C)CCOc1ccc(/C=C/c2nc3ccccc3s2)cc1
-24%	CCOC(=O)c1ccc(NC(=O)Cn2cc(S(=O)(=O)Cc3ccccc3F)c3ccccc32)cc1
8%	COc1cccc(CNC(=O)c2cc(-c3ccc(Cl)cc3)n[nH]2)c1
5%	NC(=O)CCc1nnc(SCC(=O)c2c[nH]c3ccccc23)n1C1CC1
0%	O=C(CSc1nc2cc([N+](=O)[O-])ccc2o1)NC12CC3CC(CC(C3)C1)C2
-27%	CCn1ncc(CN2CCC(C3CCN(C)CC3)C2)c1C (stereo unspecified)
6%	Cc1c(-c2ccccc2)oc2c(C(=O)NC3CC3)cccc2c1=O
-24%	CCOc1cc(C#N)c(-n2nnc3c(sc4nc(C)cc(C)c43)c2=O)cc1OCC
-7%	CCC(=O)N1CCc2cc(CNS(=O)(=O)c3cc(OC)ccc3OC)ccc21
36%[activator]	Cc1nn(C)cc1/C=N/NC(=O)CSc1ccccn1
-11%	O=C(Nc1nn[nH]n1)c1cc(-c2ccccc2)nc2ccccc12
3%	CCOc1ccccc1NC(=O)N1CCC(Cc2noc(C3CCOCC3)n2)C1 (stereo unspecified)

Quoted at random: five entries already listed.
KDM5B inh	mol
-27%	CCn1ncc(CN2CCC(C3CCN(C)CC3)C2)c1C (stereo unspecified)
6%	Cc1c(-c2ccccc2)oc2c(C(=O)NC3CC3)cccc2c1=O
-11%	O=C(Nc1nn[nH]n1)c1cc(-c2ccccc2)nc2ccccc12
-7%	CCC(=O)N1CCc2cc(CNS(=O)(=O)c3cc(OC)ccc3OC)ccc21
-24%	CCOc1cc(C#N)c(-n2nnc3c(sc4nc(C)cc(C)c43)c2=O)cc1OCC

New compounds follow
KDM5B inh	mol
-3%	Cc1cccc(N2C(=O)CS(=O)(=O)C23C(=O)N(Cc2c(F)cccc2Cl)c2ccccc23)c1 (stereo unspecified)
-23%	N[C@H](Cc1ccccc1)C(=O)N1CCC2(CC1)Nc1ccccc1NC2=O
8%	O=C1CN(C(=O)c2cccc(C(F)(F)F)c2)CC(OCc2cccnc2)CN1CC1CCOCC1 (stereo unspecified)
-15%	Cn1ccnc1C(=O)Cc1ccc([N+](=O)[O-])cc1
-16%	Cc1ccccc1CSc1nnc(-c2c[nH]c3ccccc23)o1
-24%	CCOc1ccc(NC(=O)c2nc(S(=O)(=O)Cc3ccc(C)cc3)ncc2Cl)cc1
7%	CCCCOc1ccc(C(=O)NCCc2csc3nc(-c4ccccc4F)nn23)cc1
-20%	Cc1ccc(C)c(N2CCN(C(=O)C3CCN(c4nc(-c5ccc(C(C)C)cc5)no4)CC3)CC2)c1
?	CC(C)c1ccc(CC(=O)N2CCCc3ncc(C(=O)Nc4ccc5[nH]ccc5c4)cc32)cc1
-19%	COCCOC1CCOC2(CCN(C(=O)COc3ccccc3)CC2)C1 (stereo unspecified)
-21%	CCOc1ccc2c(n1)CCN(C(=O)c1cc(OC)cc(OC)c1)C2
?	CC(C)[C@@H]1CN(C(=O)CCn2ccc(=O)[nH]c2=O)C[C@H]1NS(C)(=O)=O
3%	CCOc1ccc(Nc2c3c(nc4nncn24)CCC3)cc1
?	Cc1ccc(C2=NN(CCC(=O)NCCc3cccc(C)c3)C(=O)CC2)cc1
14%	CCOC(=O)c1cccc(NC(c2nnc(-c3ccccc3)o2)c2ccccc2F)c1 (stereo unspecified)
7%	CC(=O)Nc1ccc(NCc2c(C#N)c3ccccc3n2C)cc1
-16%	COc1cccc(CNC(=O)[C@@H]2C[C@@H](O)CN2C2CCN(C(=O)Cc3cccc(F)c3)CC2)c1
17%	CCOc1ccc(-c2cc(NC(=O)c3c(F)cccc3F)c(C(=O)OC)s2)cc1
?	Cc1ccc(-n2nc(C)c3c(C)c(CCC(=O)NC(C)c4ccccc4)c(C)nc32)cc1 (stereo unspecified)
25%	O=C(CSCc1ccccc1)NCC1CCCO1 (stereo unspecified)
16%	CC(C)C[C@@H](NC(=O)C1=C[C@@H](NC(=O)c2ccc(F)c(Cl)c2)[C@@H](O)[C@H](O)C1)C(N)=O
-1%[86.2 µM]	COCc1cccc(-c2n[nH]c3c2CC(=O)N(Cc2ccccc2)C3)c1
-16%	CS(=O)(=O)Nc1ccc(C2(C(=O)NCc3cccs3)CCCCC2)cc1
?	O=C1CCN(C(=O)c2cccnc2)CCCC(c2nc(-c3ccccc3)no2)CCN1 (stereo unspecified)

4 entries out of the list above, ordered by their value in KDM5B inh, low to high.
KDM5B inh	mol
-16%	CS(=O)(=O)Nc1ccc(C2(C(=O)NCc3cccs3)CCCCC2)cc1
16%	CC(C)C[C@@H](NC(=O)C1=C[C@@H](NC(=O)c2ccc(F)c(Cl)c2)[C@@H](O)[C@H](O)C1)C(N)=O
17%	CCOc1ccc(-c2cc(NC(=O)c3c(F)cccc3F)c(C(=O)OC)s2)cc1
25%	O=C(CSCc1ccccc1)NCC1CCCO1 (stereo unspecified)

(next part)
KDM5B inh	mol
-5%	Cc1ccc(NC(=O)CCS(=O)(=O)c2ccc3nc(C)sc3c2)cc1
-10%[86.2 µM]	CCCNC(=O)[C@@H]1CCCN1[C@@H](C(=O)NC)c1ccccc1
19%	O=C(Nc1cccc(-c2nnnn2C2CC2)c1)c1c2c(nc3ccccc13)CCC2
6%	CC(=O)N1CCC(NC[C@@H]2C=C(C)[C@H](Cc3nc4ccc(Cl)cc4[nH]3)C[C@H]2C(C)C)CC1
14%	CC12CCC(C(=O)N3CCCCC3)([C@H](Br)C1=O)C2(C)C (stereo partly specified)
3%	CS(=O)(=O)NCCC(=O)N1CCC2(CC1)[C@H](O)C[C@@H]2OCCO
26%	CCn1ccnc1CN(C)Cc1cn(C)nc1-c1ccc(Oc2ccccc2)cc1
-8%	Cc1csc2nc(COC(=O)c3ccccc3NC(=O)c3ccc(C(C)(C)C)cc3)cc(=O)n12
27%	CCC(c1nnc(SCC(=O)Nc2ccc(C(=O)N(C)C)cc2)n1Cc1ccccc1)N(C)C (stereo unspecified)
-12%	O=C(NCc1nnc2cc(-c3nc(C4CC4)no3)ccn12)c1ccc2[nH]ccc2c1
-1%	Cc1ccccc1NC(=O)NCC1CCN(c2ccc(S(=O)(=O)N3CCOCC3)cc2)CC1
?	COc1ccc(Cn2c(SCc3ccc(C(=O)NCc4cccs4)cc3)nc3cccnc32)cc1
25%	Cc1onc(-c2ccccc2)c1C(=O)NC(C)CCc1ccccc1 (stereo unspecified)
-5%	O=C(NCCCc1ccccc1)c1cncc(Br)c1

KDM5B inh: what is marked active above.
KDM5B inh	mol
18µM*	N#Cc1cccc(-c2cn3c(n2)N(C(=O)c2ccsc2)CCC3)c1

Screens deposited in PubChem by National Center for Advancing Translational Sciences (NCATS).
